Screening data (PubChem)
RAM inhibit: yeast RAM network inhibition. hit rate 1.8% among 190,000. inhibition, % at 50 µM. S. cerevisiae dse1pr::URA3 reporter, 5-FOA growth OD615, 2 d; analog-sensitive cbk1-as2 kinase mutant strain;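 active means inhibition above a set limit, 3 SD over mean compound inhibition, cut at about 8.4% in these data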;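 further: 0% = DMSO-only wells with no growth and 100% = 10 µM 1-NA-PP1 full growth; inhibition rescues growth on 5-FOA so higher OD means more RAM inhibition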
SRC2 TRFRET art: TR-FRET artefact, counter-screen to PPARgamma/SRC-2 agonist assay; hits give high values; TR-FRET ratio at 8 µM; hit rate 0.4% among 200,000; AID 1049; in the data active means TR-FRET ratio above about 2000; further: inactives centre near 1500; reference of the scale not given here
Redox H2O2 prof: compounds producing H2O2 with reducing agent – biochemical, NIH compound library profiling, artefact control for MLSCN library redox annotation, primary screen | DTT-dependent redox cycling H2O2, phenol red/HRP absorbance; 100% = 100 µM peroxide control, 0% = buffer | activation, % at 10 µM | hit rate 0.03% among 200,000 | AID 878;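 active means activation of at least 50% relative to the plate's high and low controls in the primary single-dose screen; inactive means activation below 50%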;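 further: compound incubated with DTT at 0.8 mM final as the reducing agent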
bIAP inhibitor: intestinal alkaline phosphatase (bovine) inhibition; purified bovine IAP, CDP-star luminescence, 30 min; inhibition, % at 20 µM; 190,000 tested, under 10 active; AID 1019;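 active means over 50% inhibition of intestinal alkaline phosphatase at 20 µM in the single-dose screen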
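System: purified bovine intestinal alkaline phosphatase (IAP) enzyme; Input: IAP diluted 1/65,000,000 in the well; Measured by: CDP-star luminescence signal; Compound dosing: 20 µM single dose; Incubation: 30 min reaction at room temperature.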
Lmaj promast: reduces viability of Leishmania major promastigotes; resazurin fluorescence viability; inhibition, % at 10 µM; hit rate 9% among 200,000; AID 1063; in the data active means inhibition above about 50%;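 further: promastigotes grown with compound for 44 hours at 28 °C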
ROMK primary: modulators of human ROMK potassium channel. P48048. Tet-inducible ROMK, thallium flux fluorescence; actives lie on both sides. AID 1918. B-score at 10 µM. hit rate 2% among 130,000;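 active means signal ratio slope over the read window, or its plate-corrected B-score, at least 3 SD from the plate mean, either direction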;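 further: B-score of the F/F0 ratio slope over 7 to 12 s after thallium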
Target sequence (P48048 whole entry, looked up): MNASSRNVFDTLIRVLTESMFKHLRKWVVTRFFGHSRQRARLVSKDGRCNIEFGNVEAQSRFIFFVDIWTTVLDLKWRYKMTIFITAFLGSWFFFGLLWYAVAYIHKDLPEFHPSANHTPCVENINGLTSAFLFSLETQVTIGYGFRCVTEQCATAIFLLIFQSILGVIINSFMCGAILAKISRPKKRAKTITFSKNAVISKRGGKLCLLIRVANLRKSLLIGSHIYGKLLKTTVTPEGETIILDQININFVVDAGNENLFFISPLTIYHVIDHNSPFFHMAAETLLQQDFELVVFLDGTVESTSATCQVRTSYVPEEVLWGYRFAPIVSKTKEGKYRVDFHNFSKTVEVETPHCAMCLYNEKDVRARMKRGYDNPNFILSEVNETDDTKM
PPARg SRC3 recr: PPARgamma-driven SRC-3 recruitment agonism. AID 731. activation, % at 8 µM. hit rate 0.26% among 200,000. biochemical PPARgamma/SRC-3 coactivator recruitment assay; in the data active means activation above about 23%;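 further: 0% = DMSO and 100% = reference agonist; some compounds past the cut are filed as inactive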
Target sequence (P37231 whole entry, looked up): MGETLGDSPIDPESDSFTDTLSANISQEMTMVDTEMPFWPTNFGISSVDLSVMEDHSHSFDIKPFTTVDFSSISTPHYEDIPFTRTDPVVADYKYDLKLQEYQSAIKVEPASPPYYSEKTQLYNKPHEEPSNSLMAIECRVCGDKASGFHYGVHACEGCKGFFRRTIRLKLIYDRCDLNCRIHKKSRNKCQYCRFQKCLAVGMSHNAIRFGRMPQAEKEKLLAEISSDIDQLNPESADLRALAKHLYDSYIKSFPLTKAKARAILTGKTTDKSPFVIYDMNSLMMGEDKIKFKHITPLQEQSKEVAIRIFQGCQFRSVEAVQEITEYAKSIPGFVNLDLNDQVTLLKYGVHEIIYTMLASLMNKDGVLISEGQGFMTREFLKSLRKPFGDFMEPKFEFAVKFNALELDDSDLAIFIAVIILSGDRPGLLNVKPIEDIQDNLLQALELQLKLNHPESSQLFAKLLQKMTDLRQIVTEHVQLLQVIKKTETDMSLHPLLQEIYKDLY
S1P3 antagonist: S1P3 (human) receptor antagonism; CHO S1P3 NFAT-BLA reporter, FRET fluorescence, antagonist mode; inhibition, % at 4.98 µM; hit rate 0.27% among 170,000; AID 485;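 active means inhibition above the plate cutoff, the mean inhibition of test wells on that plate plus 3 SD, cut at about 28% in these data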;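 further: cells challenged with S1P at its EC80 of 0.8 µM; blue over green emission ratio from cleaved BLA substrate after 4 h stimulation; 0% = S1P-stimulated wells and 100% = unstimulated DMSO-only wells; some compounds past the cut are filed as inactive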
PPARg SRC-2 ag: PPARgamma-driven SRC-2 recruitment agonism; PPARgamma LBD-SRC-2 recruitment, biochemical; AID 1032; P37231; hit rate 0.34% among 200,000; activation, % at 8 µM; in the data active means activation above about 22%;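 further: 0% = vehicle and 100% = reference agonist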
PPARg SRC1 recr: agonists of human PPARgamma SRC-1 coactivator recruitment. AID 631. PPARgamma-SRC-1 coactivator recruitment biochemical assay. hit rate 0.41% among 200,000. activation, % at 8 µM; in the data active means activation above about 19%;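 further: 0% = DMSO and 100% = reference agonist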
Efa HMGR inh: inhibitors of class II HMG-CoA reductase from Enterococcus faecalis; purified E. faecalis HMGR, NADPH absorbance 340 nm kinetic; hit rate 0.41% among 190,000; inhibition, % at 10 µM;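 active means inhibition above a set limit, the median over all tested compounds plus 3 SD, cut at about 9.5% in these data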;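 further: enzyme runs in reverse so mevalonate oxidation gives rising NADPH absorbance; 0% = complete reaction with DMSO and 100% = background rate lacking mevalonate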
The depositor's hits bear a star; nt = no result given. Rows were taken by chance; about 13% have a hit in one of these screens.

SMILES	RAM inhibit	SRC2 TRFRET art	Redox H2O2 prof	bIAP inhibitor	Lmaj promast	ROMK primary	PPARg SRC3 recr	S1P3 antagonist	PPARg SRC-2 ag	PPARg SRC1 recr	Efa HMGR inh
Cc1ccc(C(C(=O)NC(C)(C)C)N(Cc2cccs2)C(=O)c2ccc3c(c2)OCCO3)cc1 (stereo not drawn)	0.8	1490	-0.1	-2	22	-0.74	4	4	1	2	-4
Cc1ccccc1-n1nc2c(c1NC(=O)/C=C\c1ccc3c(c1)OCO3)CSC2	1.4	1597	0.5	13	68*	-0.013	2	7	-4	3	0
OCCC1CN(Cc2cccn2-c2cccnc2)CCN1CCc1ccccc1 (stereo not drawn)	0.1	1412	1.1	4	2	-0.42	4	-16	2	-6	-4
CCCCNC(=S)NNC(=O)c1ccncc1	1.1	1625	-2.0	-26	-3	0.83	-3	-21	2	-2	1
CC1(C)NC(=O)N(CCCSc2ccc(Cl)cc2)C1=O	3.2	1562	-2.2	4	13	nt	-7	-30	-3	-7	-4
CN1CCc2cc3c(c4c2C1CC41CCC(=NO)CC1)OCO3 (stereo not drawn)	0.8	1538	-0.1	-6	0	nt	15	-12	2	2	0
CCOC(=O)c1c(NC(=O)c2cccs2)sc(C)c1C	6.0	1593	2.9	-2	0	nt	11	-25	9	-1	1
Cc1ccc(C(C)C)cc1OCCN1CCCC1	-0.7	1632	-0.3	10	93*	0.33	1	-11	-2	-5	1
CCCC(=O)Nc1ccc(NC(=S)NC(=O)c2cccs2)cc1	3.6	1735	0.4	0	-3	nt	3	0	0	-1	1
CCN(c1ccccc1)S(=O)(=O)c1cccc(C(=O)OCc2nc3sc(C)c(C)c3c(=O)[nH]2)c1	2.5	1522	0.2	0	-3	nt	-3	16	1	0	-11
Cc1cnc(NC(=O)c2ccc(-c3nc4ccccc4s3)o2)s1	0.8	1503	-1.4	-4	-1	-0.00069	1	nt	8	5	-1
Cc1ccc2[nH]c(=O)c(COC(=O)c3ccccn3)cc2c1	1.2	1478	0.3	-2	-3	nt	-3	-8	1	-1	3
COc1ccc(-c2csc(Nc3ccccn3)n2)cc1	0.9	1694	-0.4	28	16	-0.49	0	-7	0	5	-2
CCCn1cc(SCC(=O)Nc2nnc(C)s2)c2ccccc21	3.8	1522	0.1	3	-8	nt	-6	-6	-5	3	-6
Cc1ccc(CNC(=O)c2oc3ccc(S(=O)(=O)N4CCOCC4)cc3c2C)cc1	3.2	1538	0.2	4	3	-0.86	6	nt	5	-1	-9
C=CCNc1nc(-c2c(C)nc3sccn23)cs1	0.8	1585	1.0	-5	5	-0.9	3	13	10	1	-6
O=C(c1cccc2ccccc12)C1CCCN(C(=O)CCN2CCCO2)C1 (stereo not drawn)	1.9	1425	-0.8	-4	-1	0.7	-1	0	7	2	-3
Cc1cccc(C)c1NC(=O)C1(NC(=O)C2CCCN2C(=O)OC(C)(C)C)CCCCC1 (stereo not drawn)	-2.0	1535	-0.1	-7	9	-0.52	-23	5	-7	-6	-9
O=C(c1cc2ccccc2oc1=O)N(Cc1ccco1)C1CCS(=O)(=O)C1 (stereo not drawn)	0.1	1824	0.1	5	-5	-0.62	0	-25	7	6	-3
Cn1c(CO)cnc1S(=O)(=O)Cc1ccc(Cl)cc1	0.9	1609	-1.3	-7	2	0.69	2	-23	6	9	-1
COc1c(N2CCN(C(=S)Nc3ccc(F)cc3)C(C)C2)c(F)cc2c(=O)c(C(=O)O)cn(C3CC3)c12 (stereo not drawn)	2.0	1547	2.2	-4	-6	nt	10	nt	6	4	5
Cc1ccc(CNC(=O)c2ccc(N3CCc4ccccc43)c([N+](=O)[O-])c2)cc1	3.9	1643	-0.3	10	5	0.81	2	6	8	-2	-5
CCOC(=O)C(C)On1c(-c2ccc(Cl)cc2)nc2ccc([N+](=O)[O-])cc21 (stereo not drawn)	7.9	1504	0.2	22	13	-1.4	-2	nt	-1	-3	-3
CN(CC(=O)NC(=O)NCc1ccccc1)Cc1ccc(Cl)c(Cl)c1	-0.1	1470	0.2	6	-6	0.52	5	-6	-1	4	4
COc1cccc(OC)c1-c1nn2c(-c3ccccc3Cl)nnc2s1	6.9	1627	2.6	-4	18	0.17	-13	nt	-6	-5	-3
CCOC(=O)Cc1nnc(NC(=O)CC)s1	0.0	1593	0.5	10	-1	nt	7	-21	9	16	1
O=C1OCC=C1NNC(=O)c1cccnc1	0.0	1648	-2.9	-11	-4	0.83	1	3	11	6	-2
COc1ccc(S(=O)(=O)/N=C2/NC(=O)/C(=C\c3cc(OC)c(OC)cc3[N+](=O)[O-])S2)cc1	2.0	1547	0.1	6	-10	0.5	-4	nt	2	0	0
CCOC(=O)N1CCN(C(=O)CS(=O)(=O)c2cn(Cc3ccccc3C)c3ccccc23)CC1	4.8	1559	2.9	-43	-2	nt	-7	nt	3	-1	1
O=C(Oc1ccc(Br)cc1C(=S)N1CCCC1)c1ccccc1F	5.5	1325	-0.4	-7	5	nt	-4	11	-15	-6	-2
O=C(CNC(=O)Cc1ccccc1)NCC(=O)OCc1ccc(C(=O)c2ccccc2)cc1	3.1	1474	-3.3	10	-2	-0.17	-1	nt	0	-3	-6
O=C(O)c1ccccc1-c1nc2ccccc2n1-c1ccccc1	0.4	1510	-0.3	4	-6	-0.39	-1	-5	-7	3	-2
Cc1cc(C)nc(N2CCC(C(=O)NC3CCCc4ccccc43)CC2)n1 (stereo not drawn)	2.7	1712	3.1	2	-2	-0.81	0	4	6	7	2
Cc1ccc(S(=O)(=O)c2c(C)nn(C(C)(C)C)c2OC(=O)C(C)(C)C)cc1	5.5	1304	-0.2	3	39	nt	8	-10	2	-2	-4
Cc1ccc(C2C(C#N)=C(N)Oc3nc(-c4ccccc4)[nH]c32)o1 (stereo not drawn)	1.9	1660	-0.3	14	14	nt	4	-2	-2	8	-10
O=C(NCC1CCCO1)C(c1cccnc1)N(C(=O)Cc1cccs1)c1ccccc1 (stereo not drawn)	2.8	1406	-4.1	5	-4	nt	-6	nt	-15	-7	-6
O=C(CN(c1ccccn1)S(=O)(=O)c1ccc(F)cc1)Nc1ccccc1	0.2	1471	-0.9	-3	0	nt	4	-3	0	-4	-4
CCOC(=O)CC(NC(=O)c1cc2ccccc2oc1=O)c1cccc([N+](=O)[O-])c1 (stereo not drawn)	6.6	1529	0.0	3	-1	0.73	0	1	6	-5	-4
O=C1Cc2ccccc2C(=O)N1CCc1ccccc1	-0.5	1681	-1.1	3	-4	nt	7	2	-15	9	2
Cc1cccc(C)c1NC(=O)COC(=O)c1ccc2[nH]c3c(c2c1)CCCC3	6.3	1464	0.1	2	6	-0.44	1	0	3	-2	-1
Cc1cc(S(=O)(=O)N(Cc2ccccc2F)C2CC2)ccc1-n1cnnn1	5.4	1678	8.7	0	100*	-0.63	-1	12	6	8	0
CC(O/N=C/c1ccc(OC(F)F)cc1)C(=O)Nc1cccc(S(=O)(=O)N2CCOCC2)c1 (stereo not drawn)	3.9	1722	-0.5	-17	11	0.049	1	-5	15	18	0
CCn1ncc(/C=C2/SC(=S)NC2=O)c1C	3.1	1484	-0.2	-2	-4	0.34	1	-26	9	10	1
Cc1ccc(OC(=O)c2sc3ncn(C)c(=O)c3c2C)cc1	3.8	1472	2.5	6	25	-0.58	-1	-28	-5	1	-1
CNS(=O)(=O)c1cccc(C(=O)OCC(=O)N2CCc3ccccc3C2)c1	0.6	1538	0.4	12	14	-0.65	-3	nt	2	5	3
CCN(CC)C(=O)CSc1nc2ccc(NC(=O)CSc3nnc(N)s3)cc2s1	6.8	1514	13	-5	-4	nt	7	nt	10	3	-2
N/C(CCCN1CCCCC1)=N/O	-0.3	1691	3.6	-1	-2	-0.3	-2	nt	7	4	-8
CC(C)NC(=O)COC(=O)c1cc(=O)[nH]c2ccccc12	0.8	1417	-4.2	-7	-4	nt	-1	nt	11	9	2
N#Cc1ccc(-c2cn(-c3ccccc3)c3[n+]2CCCS3)cc1	0.5	1379	0.5	2	-6	0.27	3	-8	5	6	-9
CCOC(=O)CC1=C(C(=O)OCC)C(c2cc(OC)c(OC)cc2OC)C(C#N)=C(N)O1 (stereo not drawn)	2.8	1413	1.8	12	3	0.41	-3	nt	-3	1	-6
More records follow.
SMILES	RAM inhibit	SRC2 TRFRET art	Redox H2O2 prof	bIAP inhibitor	Lmaj promast	ROMK primary	PPARg SRC3 recr	S1P3 antagonist	PPARg SRC-2 ag	PPARg SRC1 recr	Efa HMGR inh
COC(=O)CNC(=O)CNC(=O)Nc1ccccc1Cl	2.4	1606	0.0	8	-4	0.051	2	nt	9	6	-5
Cn1c(=O)n(Cc2ccccc2Cl)c2ccccc21	-0.1	1365	-1.0	-8	-6	-1.3	2	-6	3	-2	-3
COc1ccc(C(=O)NCCSc2ccccn2)cc1	1.5	1585	-0.4	11	-4	0.71	1	6	-7	-2	-2
Cc1c(C(=O)O)oc2ccc(S(=O)(=O)NCc3ccccc3)cc12	0.6	1706	0.3	-4	-6	nt	-5	1	6	-1	-2
Cc1nc2sc(C(c3ccco3)N3CCC(C)CC3)c(O)n2n1 (stereo not drawn)	1.0	1638	-1.1	7	-10	nt	4	-1	0	8	2
O=C(NC1CCCCC1)c1cc(-c2ccco2)on1	2.1	1623	-3.1	4	-2	0.13	3	-16	1	13	3
O=C(CCc1nnc(CCCCc2ccccc2)o1)NCCN1CCOC1=O	0.8	1680	-0.1	-13	-4	nt	2	0	2	4	-2
CCCCNC(=O)CCC(=O)Nc1ccc2nc(N3CCOCC3)cc(C)c2c1	2.0	1429	0.7	6	6	0.32	0	-8	-3	1	0
CCC(C)N(C)Cc1cccc(C2(O)CCN(S(=O)(=O)c3ccc(F)c(C)c3)CC2)c1 (stereo not drawn)	-0.3	1810	-0.4	10	99*	0.093	6	-3	7	3	2
O=C(NCCNC(=O)c1cc(OCC(F)(F)F)ccc1OCC(F)(F)F)Nc1ccc(Cl)cc1	7.9	1514	-3.9	4	27	0.0012	4	nt	2	0	0
O=C(O)c1cc(NCc2c(F)cccc2Cl)ccc1N1CCOCC1	0.3	1556	-1.8	3	-2	nt	10	-2	-3	3	-2
Cc1cc(NC(=O)c2cnn3c(C(F)F)cc(-c4ccccc4)nc23)no1	3.2	1480	0.0	20	1	0.086	-3	12	2	6	-2
Cc1ccc(N2CC(O)(c3cccs3)[N+]3=C2CCCC3)cc1 (stereo not drawn)	1.8	1641	-1.1	-11	39	-0.12	2	-7	-8	6	-9
COc1ccc(Cn2c(CCC(=O)Nc3ccccc3OC)nc3cccnc32)cc1	7.1	1376	-0.3	-8	18	-0.42	-1	1	-12	-4	-8
